# TAG inh: triacylglycerol accumulation inhibition; H9c2 cells, Nile Red lipid (TAG) fluorescence; cells loaded with 200 µM oleic acid; inhibition, % at 12.5 µM; actives 0.66% (n = 230,000); AID 651582;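 active means pattern-corrected inhibition of lipid staining of at least 50% with the nuclear-stain viability signal not falling by more than 50%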;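 further: 0% = DMSO wells and 100% = triacsin C control wells; some results filed as inactive read as strong as hits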
# TAG inh DAPI viability: second read-out of TAG inh, no call of its own (marks repeat the call); DAPI nuclei signal change (viability), lower = more cytotoxic, %;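 whole-well DAPI fluorescence read on a plate reader as a viability signal; minus 50 percent equals half of cells still viable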
# Starred values were filed as active, the others as inactive. Only part of the results is shown (hit frequency here may not be typical).
SMILES,TAG inh,TAG inh DAPI viability
Cc1ccc(CN2CCNC(=O)C2CC(=O)N(C)C2CCOCC2)cc1 (stereo not drawn),-3,7
CCOc1ccc(N=Cc2ccc3ccccc3c2)cc1,3,-4
CC(=O)Nc1ccc(S(=O)(=O)NCCN2CCNC2=O)cc1Cl,12,11
O=C(CCC1COc2ccccc2O1)NCc1ccccc1 (stereo not drawn),-1,25
COC(=O)c1c(-c2cc(C)ccc2C)csc1NC(=O)C1CC=CCC1C(=O)O (stereo not drawn),16,-2
Cc1ccc(Cn2c(Sc3nccc(C)n3)nc3c2c(=O)[nH]c(=O)n3C)cc1,-14,0
CCc1nnc(SCC(=O)Nc2ccc(C(C)=O)cc2)nc1CC,3,3
CC(C)C(NC(=O)c1cccc(S(=O)(=O)N2CCOCC2)c1)C(=O)NCCc1ccccn1 (stereo not drawn),-11,9
Cc1cc(Cl)ccc1OCC(=O)Nn1c(C)ccc1C,5,2
Cc1cccc(-n2c(C)cc(/C=N/n3cnnc3)c2C)c1,-38,1
O=C(c1ccc(N2CCCC2)c([N+](=O)[O-])c1)N1CCc2ccccc2C1,33,-6
COc1ccc(NS(=O)(=O)c2cccc(C(=O)NC3CCC(O)CC3)c2)cc1 (stereo not drawn),-10,8
COc1cc(C(=O)Nc2cc(S(=O)(=O)N3CCOCC3)ccc2N2CCOCC2)cc(OC)c1C,3,5
CNC(=O)C1CC(=O)N/C(=N/N=C(\C)c2cccs2)S1 (stereo not drawn),4,-2
Cc1ccccc1Nc1nn2c(=O)c3ccc(C(=O)N4CCCC(C)C4)cc3nc2s1 (stereo not drawn),47,-52
O=C(O)CC(c1ccccc1)n1cccc1 (stereo not drawn),4,16
CS(=O)(=O)N1CCC(CO)(Cc2ccccc2C(F)(F)F)CC1,-8,-6
O=C(NNC(=S)NCc1ccco1)C(c1ccccc1)c1ccccc1,-15,9
COC(=O)c1cn(NC(=O)c2ccc3c(c2)OCO3)c(=O)c2ccccc12,-18,1
Cc1c(NC(=O)c2ccc(-c3ccc([N+](=O)[O-])cc3Cl)o2)c(=O)n(-c2ccccc2)n1C,12,-5
Cc1noc(C)c1NC(=O)Nc1cccc2c1O[C@H](CN(C)C(=O)NC(C)C)[C@@H](C)CN([C@H](C)CO)C2=O,5,-3
Cc1cccc(OCCC(=O)OC(C)C(=O)Nc2ccc(Cl)cn2)c1 (stereo not drawn),-20,-3
COc1ccccc1Oc1ccc(Oc2ccccc2OC)cc1,6,-3
NC(=O)COC(=O)c1ccccc1Oc1ccccc1,3,2
O=C(Cc1c[nH]c2ccccc12)N1CCc2ccccc21,2,1
CCN1C(=O)[C@H]2[C@@H](c3ccc(-c4ccc5c(c4)OCO5)c(OC)c3)N[C@@](CC(C)C)(C(=O)OC)[C@H]2C1=O,28,2
O=C(NCc1ccc(Cl)nc1)c1ccc2nc([C@@H]3O[C@H](CO)[C@H](O)[C@H](O)[C@H]3O)[nH]c2c1,150,-136
Cc1cccc(OCCC(=O)Nc2ccc(S(=O)(=O)N3CCCC3)cc2)c1,-17,6
COc1ccc(OC)c(S(=O)(=O)Nc2cccc3ccccc23)c1,-9,-4
COc1cc(OC)cc(C(=O)NCC(=O)OCC(=O)/C=C2/N(C)c3ccccc3C2(C)C)c1,-12,-6
CCc1ccc(NC2=NC(C(=O)c3ccccc3)CC(=O)N2)cc1 (stereo not drawn),9,0
O=C(CSc1nc2ccccc2o1)NCc1n[nH]c(=O)c2ccccc12,1,-13
CNC(=O)Nc1ccc2snnc2c1,1,-11
CCN(CCCNc1cc2c(c(N)c1S(=O)(=O)O)C(=O)c1ccccc1C2=O)c1ccccc1,16,-7
Cc1ccc(S(=O)(=O)N2CCCCC2C(=O)Nc2nncs2)cc1 (stereo not drawn),1,-2
CCN(CC)CC(O)Cn1c(-c2ccccc2Cl)nc2ccccc21 (stereo not drawn),4,-3
O=C(Cc1ccccc1F)Nc1ccc(S(=O)(=O)N2CCCC2)cc1,-6,-2
CCOc1ccc(C(=O)N2CCSC2=S)cc1,-23,4
CCCCCCCCCC(=O)N[C@H](CN1CCOCC1)[C@H](O)c1ccccc1,-5,4
Cc1ccc(OCC(=O)Nc2cccc(S(=O)(=O)N3CCCCCC3)c2)c([N+](=O)[O-])n1,-21,8
COc1cc(NC(=O)N2CCc3nc(Nc4cc(Cl)cc(Cl)c4)ncc3C2)cc(OC)c1OC,18,14
C=CCNC(=O)c1sc(SC)cc1-c1ccc(Cl)cc1,-10,2
C=C(C)C(=O)OC1(C(F)(F)F)Oc2cc(C)ccc2NC1=O (stereo not drawn),10,-3
CCOC(=O)/C=C(\C)Sc1cc(=O)oc2ccccc12,17,-15
CNC(=O)NC(=S)NC(=O)c1cccc(Cl)c1,0,12
O=C(CNC(=O)c1ccco1)NCC(=O)OC(C(=O)c1ccccc1)c1ccc(Cl)cc1 (stereo not drawn),4,-14
Cc1cc(C)nc(SCCC(=O)N(C)C)n1,11,12
O=c1c(=O)n(CCO)n(CCO)c(=O)n1CCO,-5,3
Cc1cc2nccc(-c3ccc(Cl)c([N+](=O)[O-])c3)n2n1,8,6
COCCNC(=O)CSc1nc2scc(-c3ccccc3)c2c(=O)[nH]1,3,-6

# Other records.
SMILES,TAG inh,TAG inh DAPI viability
COc1cc(OC)c(C(=O)NCCCn2ccnc2)cc1OC,13,-2
COCCNC(=O)CSc1nnc2c(Cl)cc(Cl)cn12,1,-15
Cc1cc(/C=C2\NC(=O)NC2=O)c(C)n1-c1ccc(N2CCOCC2)cc1,6,1
COc1cc2cc(C)c(SCC(=O)N3CCN(C(=O)c4ccco4)CC3)nc2cc1OC,1,-4
C=C(C)Cn1c(SCC#N)nc2ccccc2c1=O,-16,16
Cc1ccc(C)c(NNC(=O)C(=O)NNc2cc(C)ccc2C)c1,0,-4
NC(=O)CC(NC(=O)Cc1ccc(Br)cc1)c1ccc(NCCN2CCOCC2)c([N+](=O)[O-])c1 (stereo not drawn),5,-5
CCN(CC)c1ncnc2c1ncn2[C@H]1CN(Cc2ccc(-c3ccccc3)cc2)C[C@@H](CO)O1,4,-5
CSc1ccccc1NC(=O)COC(=O)CSc1ccc(C)cc1,-6,-10
CCCCN(C=O)c1c(CC)nc2ccc(C(=O)N(CC)CCN(C)C)cn12,10,1
CCN(CCCNC(=O)CCn1c(=O)[nH]c2ccsc2c1=O)c1ccccc1,12,-4
Cc1ccc(S(=O)(=O)N(C)c2ccc(C(=O)NCc3cccnc3)cc2)cc1,-6,3
CC(Oc1cccc2c1OC(C)(C)C2)C(=O)O (stereo not drawn),0,-8
Cc1cccc(C(=O)N[C@H](C(=O)Nc2nnc(C3CC3)s2)C(C)C)c1,-5,0
Cc1cc2occ(CC(=O)O)c2cc1C,14,-4
CCOC(CNC(=O)c1nnc(Cc2cc(OC)c(OC)c(OC)c2)o1)OCC,7,-6
O=C(c1ccc(F)cc1)N1CCC(C(=O)N2CCN(S(=O)(=O)c3cccc([N+](=O)[O-])c3)CC2)CC1,6,-2
CCSC1=NC(C)(C)C=C(/C=C/c2ccc(Cl)cc2Cl)N1,-8,2
CC(=O)Nc1c(C)ccc2nsnc12,-5,12
C=CCNC(=O)c1onc(CSc2ccc(OC)cc2)c1C(=O)O,-5,0
COc1ccccc1C(=O)NCCC(=O)Nc1cccnc1,9,-4
CCN1CCN(CC(=O)c2cc(OC)c(OC)c(OC)c2)CC1,-1,-8
Cc1cc(/C=C2\SC(N)=NC2=O)c(C)n1-c1ccccc1,-4,10
C[C@@H]1CCCCO[C@@H](CN(C)S(=O)(=O)c2cn(C)cn2)[C@@H](C)CN([C@H](C)CO)C(=O)c2cc(NC(=O)Nc3ccc(C(F)(F)F)cc3)ccc2O1,15,-4
CNc1oc(-c2ccco2)nc1C#N,-10,18
CN(C)/N=C/c1ccc(OS(=O)(=O)c2ccccc2)cc1,-1,0
Cc1cccc(NC(=O)Nc2ccc(Cl)c(Cl)c2)n1,1,6
CC(=O)c1c(C)c[nH]c1C,9,-2
COc1ccc(/C(O)=C2/C(=O)C(=O)N(CCN(C)C)C2c2ccc(F)cc2)cc1Cl (stereo not drawn),20,-12
CC1CCc2c(sc3nc(C(C)(C)C)nc(N4CCN(C(=O)CCl)CC4)c23)C1 (stereo not drawn),91*,-47*
Cn1cnnc1SC/C(O)=C(\C#N)c1nc2ccccc2[nH]1,11,-9
CC(C(=O)Nc1ccccc1-c1ccccc1)N1CCCCC1 (stereo not drawn),-9,0
CC[C@H](C)[C@H](NC(N)=O)C(=O)NCCc1ccc(Cl)cc1,6,5
N#Cc1ccc(CSc2nnc(-c3c[nH]c4ccccc34)n2-c2ccccc2)cc1,-2,-3
O=C1CC(c2cc3c(cc2Br)OCO3)C2=C(CCCC2=O)N1 (stereo not drawn),-20,8
CNC(=O)c1ccsc1NC(=O)CCS(=O)(=O)c1ccc(C)cc1,12,3
CCNC(=O)CN(C1CCCCC1)S(=O)(=O)c1ccc(F)cc1,5,-19
CC(C)CN(CC(C)C)CC(O)CN(c1ccccc1)S(=O)(=O)c1ccccc1[N+](=O)[O-] (stereo not drawn),-3,1
COc1ccc(CC(=O)NCC2CCCN(Cc3ccc(F)cc3F)C2)cc1 (stereo not drawn),8,-6
CCCN(CCC)S(=O)(=O)c1cc2c(cc1Br)CCN2C(=O)CC,-10,-1
COc1cc2c(cc1OC)C(=O)CC(C)S2 (stereo not drawn),-21,5
C=CCOCCN(C)C1=NS(=O)(=O)c2cc([N+](=O)[O-])ccc21,9,-24
Cc1ccc(SCc2cc(-c3ccc(Cl)cc3)on2)cc1,4,3
COc1ccc(NC(=O)CN(C)C(=O)Cn2cnc3c2c(=O)n(C)c(=O)n3C)cc1,1,3
O=C(CSc1n[nH]c(=O)[nH]c1=O)NC1CCCCC1,2,-1

# Three structures out of the list, arranged by molar mass, lowest first:
SMILES,TAG inh,TAG inh DAPI viability
COc1cc2c(cc1OC)C(=O)CC(C)S2 (stereo not drawn),-21,5
O=C(CSc1n[nH]c(=O)[nH]c1=O)NC1CCCCC1,2,-1
CC1CCc2c(sc3nc(C(C)(C)C)nc(N4CCN(C(=O)CCl)CC4)c23)C1 (stereo not drawn),91*,-47*

# 26 consecutive entries out of the list so far:
SMILES,TAG inh,TAG inh DAPI viability
Cc1ccc(CN2CCNC(=O)C2CC(=O)N(C)C2CCOCC2)cc1 (stereo not drawn),-3,7
CCOc1ccc(N=Cc2ccc3ccccc3c2)cc1,3,-4
CC(=O)Nc1ccc(S(=O)(=O)NCCN2CCNC2=O)cc1Cl,12,11
O=C(CCC1COc2ccccc2O1)NCc1ccccc1 (stereo not drawn),-1,25
COC(=O)c1c(-c2cc(C)ccc2C)csc1NC(=O)C1CC=CCC1C(=O)O (stereo not drawn),16,-2
Cc1ccc(Cn2c(Sc3nccc(C)n3)nc3c2c(=O)[nH]c(=O)n3C)cc1,-14,0
CCc1nnc(SCC(=O)Nc2ccc(C(C)=O)cc2)nc1CC,3,3
CC(C)C(NC(=O)c1cccc(S(=O)(=O)N2CCOCC2)c1)C(=O)NCCc1ccccn1 (stereo not drawn),-11,9
Cc1cc(Cl)ccc1OCC(=O)Nn1c(C)ccc1C,5,2
Cc1cccc(-n2c(C)cc(/C=N/n3cnnc3)c2C)c1,-38,1
O=C(c1ccc(N2CCCC2)c([N+](=O)[O-])c1)N1CCc2ccccc2C1,33,-6
COc1ccc(NS(=O)(=O)c2cccc(C(=O)NC3CCC(O)CC3)c2)cc1 (stereo not drawn),-10,8
COc1cc(C(=O)Nc2cc(S(=O)(=O)N3CCOCC3)ccc2N2CCOCC2)cc(OC)c1C,3,5
CNC(=O)C1CC(=O)N/C(=N/N=C(\C)c2cccs2)S1 (stereo not drawn),4,-2
Cc1ccccc1Nc1nn2c(=O)c3ccc(C(=O)N4CCCC(C)C4)cc3nc2s1 (stereo not drawn),47,-52
O=C(O)CC(c1ccccc1)n1cccc1 (stereo not drawn),4,16
CS(=O)(=O)N1CCC(CO)(Cc2ccccc2C(F)(F)F)CC1,-8,-6
O=C(NNC(=S)NCc1ccco1)C(c1ccccc1)c1ccccc1,-15,9
COC(=O)c1cn(NC(=O)c2ccc3c(c2)OCO3)c(=O)c2ccccc12,-18,1
Cc1c(NC(=O)c2ccc(-c3ccc([N+](=O)[O-])cc3Cl)o2)c(=O)n(-c2ccccc2)n1C,12,-5
Cc1noc(C)c1NC(=O)Nc1cccc2c1O[C@H](CN(C)C(=O)NC(C)C)[C@@H](C)CN([C@H](C)CO)C2=O,5,-3
Cc1cccc(OCCC(=O)OC(C)C(=O)Nc2ccc(Cl)cn2)c1 (stereo not drawn),-20,-3
COc1ccccc1Oc1ccc(Oc2ccccc2OC)cc1,6,-3
NC(=O)COC(=O)c1ccccc1Oc1ccccc1,3,2
O=C(Cc1c[nH]c2ccccc12)N1CCc2ccccc21,2,1
CCN1C(=O)[C@H]2[C@@H](c3ccc(-c4ccc5c(c4)OCO5)c(OC)c3)N[C@@](CC(C)C)(C(=O)OC)[C@H]2C1=O,28,2
